Screening results: PubChem BioAssay, several laboratories
RTF Ca sens act = cardiac RTF calcium sensitization; P19429+P45379; IANBD-labeled TnC RTF fluorescence at EC20 calcium; 0% EC20 calcium, 100% full calcium; activation, % at 7.2 µM; actives 0.24% (n = 340,000);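 active = activation above the mean over all tested compounds plus 3 SD, cut at about 30% in these data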;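 also: rise in fluorescence read as greater calcium sensitivity of cardiac thin filaments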
SR-BI DiI inh = inhibitors of mouse SR-BI mediated HDL lipid uptake; Q61009; ldlA[mSR-BI] CHO cells, DiI-HDL uptake fluorescence, 3 h; inhibition, % at 12.5 µM; actives 0.96% (n = 320,000);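 active = mean replicate inhibition of at least 70% and a set share of replicates each scoring 70 or more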;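 also: 0% = median of neutral control wells and 100% = median of positive control wells; values of inactives mirror those of a sister screen read the other way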
Rtt109 Vps75 = blocks Candida albicans Rtt109/Vps75 acetyltransferase activity; inhibition, % at 34.9 µM; purified Rtt109/Vps75, ThioGlo CoA-SH fluorescence, 4 h; actives 0.16% (n = 330,000);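 active = inhibition of at least 50% in every replicate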
Target sequence (Q5AAJ8 whole entry, looked up): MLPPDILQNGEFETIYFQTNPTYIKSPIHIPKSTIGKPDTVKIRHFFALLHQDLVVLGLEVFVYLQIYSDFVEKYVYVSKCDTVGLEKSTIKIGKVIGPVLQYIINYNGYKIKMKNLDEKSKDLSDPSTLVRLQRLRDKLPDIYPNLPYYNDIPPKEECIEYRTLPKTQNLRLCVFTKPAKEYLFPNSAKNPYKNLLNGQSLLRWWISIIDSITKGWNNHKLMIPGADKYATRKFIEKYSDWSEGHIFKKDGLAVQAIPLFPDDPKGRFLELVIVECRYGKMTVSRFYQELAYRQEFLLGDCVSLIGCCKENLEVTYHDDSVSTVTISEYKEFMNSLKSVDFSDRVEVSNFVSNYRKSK
HTR5A ag = counter-screen for OPRM1-OPRD1 agonists: human HTR5A agonism | actives 0.61% (n = 340,000) | activation, % at 9.3 µM | P47898 | HTR5A agonist assay, luminescence, cell-based; in the data active = activation mostly above about 9.5%, no sharp cut-off; inactive = mostly below about 7.6%;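 also: 0% = cells with vehicle only and 100% = reference agonist; strong numbers were not always called active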
Target sequence (P47898 whole entry, looked up): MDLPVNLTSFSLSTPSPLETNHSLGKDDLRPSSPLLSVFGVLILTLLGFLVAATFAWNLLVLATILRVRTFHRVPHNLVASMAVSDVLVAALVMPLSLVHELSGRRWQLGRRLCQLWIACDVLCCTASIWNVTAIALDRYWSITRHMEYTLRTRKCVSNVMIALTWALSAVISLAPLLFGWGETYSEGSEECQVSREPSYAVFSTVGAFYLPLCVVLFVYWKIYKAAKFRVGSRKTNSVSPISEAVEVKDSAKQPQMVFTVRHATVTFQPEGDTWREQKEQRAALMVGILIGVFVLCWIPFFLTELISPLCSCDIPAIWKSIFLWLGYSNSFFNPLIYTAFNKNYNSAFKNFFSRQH
Wnt bcat act = Wnt/beta-catenin pathway activation | Wnt/beta-catenin reporter cell assay, activator, plate reader | actives 1.2% (n = 300,000) | activation, % at 9.35 µM | AID 743398; in the data active = activation above about 30%, passing the limit was not always enough;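 also: 0% = neutral control wells and 100% = positive control wells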
MITF TRPM1 HTS = increases MITF-driven TRPM1 promoter luciferase signal; SK-MEL-5 TRPM1-promoter luciferase, 24 h; % of positive control, neutral wells = 0; activation, % at 12.5 µM; actives 0.75% (n = 300,000); AID 588334;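 active = mean activation of at least 80% with every replicate also reaching 80%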;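 also: 0% = neutral control wells and 100% = parthenolide positive control wells; values of inactives mirror those of a sister screen read the other way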
CDK5 p35 inh = inhibitors of human CDK5/p35 kinase. Q00535+Q15078. inhibition, % at 10 µM. actives 0.01% (n = 330,000). Recombinant CDK5/p35, ADP-Glo luminescence, 60 min. AID 488839;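 active = highest replicate inhibition of at least 50% and at least 75% of replicates reaching 50%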;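 also: plate controls were DMSO neutral control for no effect and GW8510 at 10 µM for full effect; many of its hits are not listed in these tables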
PvdQ inh = P. aeruginosa PvdQ acylase inhibition | AID 488965 | actives 0.063% (n = 340,000) | purified PvdQ acylase, fluorescence plate reader | inhibition, % at 10 µM; in the data active = inhibition above about 30%, passing the limit was not always enough;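 also: 0% = vehicle neutral wells and 100% = reference inhibitor wells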
dFosB activator = activators of mouse delta FosB homodimer; activation, % at 25 µM; purified delta FosB, TAMRA-CDK5 oligo fluorescence polarization; percent of positive-control signal above neutral wells; actives 0.99% (n = 340,000); P13346; AID 493131;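 active = mean activation above about 17%, with every replicate also reaching it, limit read from the data, passing the limit was not always enough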;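 also: fluorescence polarization rise as delta FosB binds a TAMRA Cdk5 AP-1 oligo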
Target sequence (P13346 whole entry, looked up): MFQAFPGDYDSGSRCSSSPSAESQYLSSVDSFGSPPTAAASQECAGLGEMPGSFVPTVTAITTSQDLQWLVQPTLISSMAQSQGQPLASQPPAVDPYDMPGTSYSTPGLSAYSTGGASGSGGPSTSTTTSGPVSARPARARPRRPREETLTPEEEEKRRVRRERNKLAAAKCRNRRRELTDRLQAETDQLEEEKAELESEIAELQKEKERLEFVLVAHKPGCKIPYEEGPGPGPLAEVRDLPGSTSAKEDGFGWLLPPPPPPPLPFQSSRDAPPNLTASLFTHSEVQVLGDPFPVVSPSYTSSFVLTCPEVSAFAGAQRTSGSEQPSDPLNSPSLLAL
SR-BI DiI-HDL act = SR-BI HDL lipid transfer activation | actives 0.096% (n = 320,000) | CHO ldlA[mSR-BI] cells, DiI-HDL uptake fluorescence, 3 h; 100 = double the neutral-control signal | activation, % at 12.5 µM | AID 504775;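 active = mean replicate activation of at least 60% and every replicate at or above 60%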;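 also: 0% = median plate neutral-control signal and 100% = twice that signal; values of inactives mirror those of a sister screen read the other way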
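Material: SR-BI-overexpressing, LDLR-lacking CHO cells; schedule: compound exposure 3 h, 37 °C; reagent: DiI-labelled HDL at 10 µg/mL final; technique: bottom-read fluorescence, 550/595 nm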
Starred values were filed as active, the others as inactive; · = no result given.

SMILES	RTF Ca sens act	SR-BI DiI inh	Rtt109 Vps75	HTR5A ag	Wnt bcat act	MITF TRPM1 HTS	CDK5 p35 inh	PvdQ inh	dFosB activator	SR-BI DiI-HDL act
CC1CCN(S(=O)(=O)c2ccc3c(c2)N(CC(=O)NCCCN2CCCCC2C)C(=O)CS3)CC1 (stereo unspecified)	-0.2	-11.4	-2.3	1.4	-1.5	8.2	-1.2	-19.8	-4.9	11.4
CCOC(=O)C1C(c2ccccc2)N(C)OC1(O)C(F)(F)F (stereo unspecified)	11.3	-25.3	-5.1	-3.9	-1.1	-1.1	0.9	-18.6	-4.6	25.3
CCOC(=O)c1nc(C)sc1-c1ccnn1S(=O)(=O)c1ccccc1C(F)(F)F	·	5.7	0.8	·	-3.6	·	1.9	-7.7	-20.6	-5.7
CC(C)C[C@H](NC(=O)N1CC(=O)Nc2ccccc21)C(=O)N[C@@H](C(=O)O)c1ccccc1	-2.1	-3.9	-1.9	1.6	-0.1	4.1	-4.1	-15.3	0.2	3.9
COc1ccc(CCNC(=O)[C@H](C)N2C(=O)N3CCc4c([nH]c5ccccc45)[C@@]3(C)C2=O)cc1	11.7	43.9	11.9	1.8	-0.4	-12.8	0.8	-6.4	-3.1	-43.9
Fc1ccc(N2CCN(c3nc(CN4CCOCC4)nc4scc(-c5ccccc5)c34)CC2)cc1	-4.6	-2.1	5.0	4.2	-6.4	-12.8	-0.7	-3.7	-0.8	2.1
O=C(Nc1ccc(OCC(=O)N2CCOCC2)cc1)Nc1cccc2ccccc12	-2.0	-7.6	-3.9	-1.2	-2.2	-9.3	0.5	-8.7	-4.2	7.6
COc1cccc(C(=O)OC2CCCN(C)C2)c1 (stereo unspecified)	-6.3	6.4	-8.4	2.1	-0.3	2.0	2.7	-2.6	4.1	-6.4
Cc1ccccc1OCC(=O)NNC(=O)C1CCN(c2ncnc3sc(C)c(C)c23)CC1	-7.5	40.3	-16.8	-1.1	5.8	-14.4	1.2	-10.8	2.0	-40.3
Cc1ccc(C)c(OCC(=O)N/N=C/c2ccsc2)c1	-1.0	16.1	-4.3	-0.1	-4.0	7.4	-0.1	-15.2	-6.0	-16.1
NS(=O)(=O)c1ccc(CCNC(=O)CSc2nc3ccccc3c(=O)n2CC2CCCO2)cc1 (stereo unspecified)	-2.5	-10.8	1.4	-1.1	-1.9	8.1	0.1	-1.4	-1.3	10.8
COC(=O)Cn1c(C(O)c2ccccc2)nc2ccccc21 (stereo unspecified)	-6.2	7.5	7.1	1.3	0.3	·	2.0	-1.0	-1.0	-7.5
COC(=O)c1ccc(NC(=O)CSc2nc(=O)n3cccc(C)c3n2)cc1	-3.7	-8.6	2.6	-4.6	0.2	1.4	1.0	-5.1	-3.3	8.6
COc1ccc(S(=O)(=O)Cc2ccc(C(=O)N3CCOCC3)o2)cc1	1.7	-7.0	0.9	7.8	-2.3	2.3	2.2	5.6	-5.5	7.0
CCN1CCN(C(=S)c2ccc(Cl)c(Cl)c2)CC1	-3.8	13.8	·	1.0	·	·	0.2	3.3	0.2	-13.8

An excerpt from above, showing only SR-BI DiI inh and HTR5A ag.
Structure	SR-BI DiI inh	HTR5A ag
Cc1ccccc1OCC(=O)NNC(=O)C1CCN(c2ncnc3sc(C)c(C)c23)CC1	40.3	-1.1
O=C(Nc1ccc(OCC(=O)N2CCOCC2)cc1)Nc1cccc2ccccc12	-7.6	-1.2
Fc1ccc(N2CCN(c3nc(CN4CCOCC4)nc4scc(-c5ccccc5)c34)CC2)cc1	-2.1	4.2
COc1cccc(C(=O)OC2CCCN(C)C2)c1 (stereo unspecified)	6.4	2.1
COC(=O)c1ccc(NC(=O)CSc2nc(=O)n3cccc(C)c3n2)cc1	-8.6	-4.6

Additional compounds:
SMILES	RTF Ca sens act	SR-BI DiI inh	Rtt109 Vps75	HTR5A ag	Wnt bcat act	MITF TRPM1 HTS	CDK5 p35 inh	PvdQ inh	dFosB activator	SR-BI DiI-HDL act
CCOc1ncccc1C(=O)N(CC)CC(=O)Nc1ccc(NC(C)=O)cc1	2.3	-0.9	-1.2	3.7	-1.7	-10.4	-0.4	5.6	-3.6	0.9
Cc1ccc(C)c(NC(=O)CCCCCN2C(=O)[C@@H]3Cc4ccccc4CN3C2=O)c1	-1.0	5.3	-1.5	-2.1	1.0	4.2	0.6	-1.8	-7.7	-5.3
Cc1ccc(CNS(=O)(=O)c2c(C)n(C)c(=O)n(C)c2=O)cc1	1.3	·	-1.9	1.1	-4.3	6.1	-6.1	-5.0	-1.7	·
CC[n+]1ccc(/C=C/c2ccc(N(C)C)cc2)c2ccccc21	-8.6	8.7	-12.5	-13.5	-4.1	-88.3	13.7	-10.6	47.1*	-8.7
Cc1nc(N)sc1-c1ccccc1	-4.0	11.1	·	2.2	3.0	4.1	0.6	5.7	-2.4	-11.1
O=S1(=O)Nc2c(ccc3cccnc23)-c2ccccc21	-3.2	-31.0	2.5	-1.9	·	-76.2	-1.2	-5.7	-7.3	31.0
Cc1cc(C)n2nc(CC(=O)NCc3ccc(F)cc3)nc2n1	5.1	-1.1	-0.3	1.0	·	18.3	-4.2	-12.0	-3.1	1.1
O=C(O)CN1CCCCCC1=O	0.2	13.9	-0.3	0.9	-2.1	-2.7	1.2	-4.7	-2.3	-13.9
COc1ccc(N2CCN(C(=O)C3Cc4ccccc4CN3C(=O)c3ccco3)CC2)cc1 (stereo unspecified)	-1.8	4.2	-0.9	-4.5	-1.3	8.3	-0.2	2.2	-2.2	-4.2
Cc1ccc(NC(=O)CN(C)C(=O)C(C)OC(=O)CNC(=O)c2ccc(Cl)c([N+](=O)[O-])c2)cc1 (stereo unspecified)	-3.3	22.0	23.9	-5.0	-1.1	-8.7	2.8	4.7	-5.6	-22.0
CCOc1ccc(C2C(C(=O)OC)=CN(CCOC)C=C2C(=O)OC)cc1	-3.7	18.6	-3.7	-0.3	·	2.7	-0.3	2.5	0.5	-18.6
O=C(NCC1CCN(Cc2ccccc2F)CC1)Nc1ccccc1F	4.4	-18.7	5.6	-0.5	0.8	6.5	0.9	-16.1	-4.9	18.7
CCCC1(C(=O)OCC)NC(c2cc(OC)c(OC)c(OC)c2)C2C(=O)N(CC)C(=O)C21 (stereo unspecified)	3.3	-12.1	-0.3	-4.7	-1.5	-3.8	-0.8	7.0	-9.5	12.1
Cc1cccc(-c2nnc(NC(=O)c3ccc(Cl)cc3)o2)c1	5.0	-6.2	-5.0	-3.1	·	-3.7	2.8	7.0	-5.8	6.2
COc1ccccc1S(=O)(=O)Cc1ccc(C(=O)N2CCN(c3ccc(C)cc3)C(C)C2)o1 (stereo unspecified)	-1.2	32.8	9.4	-3.3	3.0	·	0.9	11.0	-2.9	-32.8
Clc1ccc(OCCSc2nnnn2C2CCCCC2)cc1	4.5	-29.4	8.4	1.9	·	13.2	-0.4	-12.9	-4.4	29.4
CC(=O)Oc1ccc(C2(C)CC(C)(C)Oc3cc(OC(C)=O)ccc32)c(OC(C)=O)c1 (stereo unspecified)	2.9	10.9	4.5	3.7	-0.7	1.1	0.2	2.5	-9.9	-10.9
O=c1ccc2cc(S(=O)(=O)NCCCc3ccccc3)ccc2[nH]1	5.9	11.0	1.6	1.1	-0.3	24.5	0.2	-16.7	7.4	-11.0
CN(CC(=O)NCCc1ccc(S(N)(=O)=O)cc1)Cc1ccc(Cl)cc1Cl	-0.2	-8.2	-5.8	-1.8	-3.6	-17.6	-3.3	-14.0	1.6	8.2
CCn1c(SCC(N)=O)nnc1-c1cc2c(C)nn(-c3ccccc3)c2s1	5.2	20.1	-1.9	3.0	·	3.7	-2.7	-12.6	-38.9	-20.1
CC12Cc3ccc4ccccc4c3C=C1C[N+](C)(C)C2 (stereo unspecified)	5.9	-41.9	6.6	-1.3	·	-2.0	0.6	-7.8	3.6	41.9
O=c1oc2ccccc2c(NC(c2ccccc2)c2ccccc2)c1[N+](=O)[O-]	-5.6	-8.0	6.5	-2.5	2.1	11.0	-0.1	9.5	-4.5	8.0
O=C(Nc1ccc2c(c1)OCCO2)c1coc2ccccc2c1=O	7.1	-0.5	-5.6	-4.7	·	-69.2	0.7	-14.3	14.4	0.5
CN(c1ccccc1)S(=O)(=O)c1cccc(NS(=O)(=O)c2ccc(/C=C/C(=O)O)cc2)c1	2.4	7.3	2.5	4.8	-1.8	1.2	-2.8	-8.6	0.3	-7.3
O=C(CSc1nnc(Nc2ccccc2)s1)NCc1ccco1	5.7	-12.8	-15.4	1.8	0.0	12.8	-1.5	-3.7	3.9	12.8
Cc1ccc2oc3c(c(=O)c2c1)C(c1cccc(Cl)c1)N(CCCN1CCOCC1)C3=O (stereo unspecified)	8.7	-26.3	6.0	-10.0	-0.1	-17.0	1.4	-9.0	14.2	26.3
Cc1nc(CN2CCC(c3ccccc3)CC2)cc(=O)[nH]1	·	-23.8	0.3	·	-0.7	1.4	1.2	-13.8	-2.5	23.8
Cc1ccc(C(c2nnnn2C(C)(C)C)N2CCC(C)CC2)cc1 (stereo unspecified)	6.5	11.1	6.1	1.9	-2.3	·	-0.6	-13.1	-0.3	-11.1
O=C(c1ccccc1)c1ccc(N2CCOCC2)cc1	-2.6	25.9	3.7	4.9	22.7	72.1	-0.8	-8.1	2.0	-25.9
O=C(Nc1ccccc1)N1CCCC(c2nc(-c3cccs3)no2)C1 (stereo unspecified)	0.9	-4.1	-35.1	-4.5	-0.7	32.7	-3.3	-8.1	-5.7	4.1
Cc1ccc(OCC(O)CN2CCOCC2)cc1C (stereo unspecified)	-5.7	·	0.2	-0.3	1.9	11.9	0.2	-7.7	1.6	·
CCN(Cc1nc(-c2cccc(C)c2)no1)C(=O)c1ccc2c(c1)OCO2	-1.4	·	0.0	-0.6	-0.4	8.2	-1.1	-1.1	-7.5	·
CCn1c2ccccc2c2cc(NC(=O)c3cccc(OC)c3)ccc21	1.5	41.8	11.8	1.1	6.7	18.1	-2.9	-7.1	-10.3	-41.8
Cc1ccc(NC(=Nc2ccc(Br)cc2)N2CCOCC2)cc1C	-3.1	-40.1	3.3	-1.1	0.3	25.9	-0.5	-2.9	1.1	40.1
O=C(NCCOc1ccccc1F)c1ccc2c(=O)n3c(nc2c1)CCC3	-3.7	18.2	-2.0	2.6	45.9*	44.1	0.8	-10.4	-12.9	·
CCOc1ccc(-c2nnc(-c3ccncc3)o2)cc1OCC	-3.0	13.3	4.3	0.8	5.7	-7.8	0.9	1.6	-22.9	-13.3
COC(=O)C1=C(C)N(Cc2ccccc2)C(=NCc2ccc(OC)cc2)N[C@H]1c1ccccc1	-1.6	4.3	17.3	3.4	-3.2	5.8	3.8	4.5	2.1	-4.3
CCN(CC)CCCN1C(=O)C(O)=C(C(=O)c2cc3ccccc3o2)C1c1ccccn1 (stereo unspecified)	-12.4	-2.8	-11.5	-0.7	-2.0	-2.7	0.9	-18.7	-3.3	2.8
